# Screening results: PubChem BioAssay, National Center for Advancing Translational Sciences (NCATS)
# AMA1-RON2 inh – AMA1-RON2 (P. falciparum) interaction inhibition. Potency, µM (series often up to 58.2 µM), inactives show at the top dose activity change, negative = inhibition, most hits filed as inhibitors. AlphaScreen AMA1-biotinylated RON2 peptide binding. hit rate 0.2% among 360,000;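 also: potency is read from the fitted curve at half-maximal effect; 0% = vehicle wells and -100% = peptide control; nearly all actives have a fitted effect of over 45% in size; some results filed as inactive show a strong effect at the top dose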
#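 AMA1 (3D7) with his tag at 25 nM final met compounds first, then biotinylated RON2 peptide at 25 nM; detection used donor plus acceptor beads, 10 µg/mL apiece, read by AlphaScreen after 30 min at room temperature.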
# AmpC inh no detg – AmpC beta-lactamase inhibition without detergent. hit rate 0.52% among 330,000. AmpC nitrocefin hydrolysis, absorbance 480 nm, 0.0001% Triton. P00811. AID 485341. Potency, µM (top dose mostly 57.1 µM), without a hit: at the highest dose activity change, negative = inhibition, actives largely listed as inhibitors;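 also: potency is read from the fitted curve at half-maximal effect; plate controls were no compound for no effect and no enzyme for full effect; nearly all actives have a fitted effect of over 20% in size; some results filed as inactive show a strong effect at the top dose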
# Target sequence (P00811 whole entry, looked up): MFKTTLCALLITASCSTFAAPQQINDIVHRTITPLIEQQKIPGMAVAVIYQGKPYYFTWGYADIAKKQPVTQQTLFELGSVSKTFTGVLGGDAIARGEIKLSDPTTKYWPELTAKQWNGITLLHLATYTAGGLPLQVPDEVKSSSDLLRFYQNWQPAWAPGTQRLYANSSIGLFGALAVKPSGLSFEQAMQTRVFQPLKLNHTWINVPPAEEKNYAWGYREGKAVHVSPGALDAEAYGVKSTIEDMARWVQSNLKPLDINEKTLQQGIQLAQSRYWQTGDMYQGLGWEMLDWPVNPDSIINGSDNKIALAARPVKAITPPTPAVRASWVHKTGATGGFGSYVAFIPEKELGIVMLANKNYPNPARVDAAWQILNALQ
#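 20 mM phosphate pH 7.0 + 0.01% (detergent screen) or 0.0001% Triton X-100; 5.3 nM AmpC reagent; cpd preinc 15 min RT; nitrocefin (800 uM stock) to start; A480 q20 s × 4 min; Activity was normalised to no-enzyme and no-compound control wells.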
# LmPK inh – blocks Leishmania mexicana pyruvate kinase activity; Potency, µM (highest dose often 57.5 µM), without a hit: top-dose activity change, negative = inhibition, hits mostly inhibitors; hit rate 0.37% among 290,000; purified LmPK, Kinase-Glo ATP luminescence, 1 h; also: potency is read from the fitted curve at half-maximal effect
# Target sequence (Q27686 whole entry, looked up): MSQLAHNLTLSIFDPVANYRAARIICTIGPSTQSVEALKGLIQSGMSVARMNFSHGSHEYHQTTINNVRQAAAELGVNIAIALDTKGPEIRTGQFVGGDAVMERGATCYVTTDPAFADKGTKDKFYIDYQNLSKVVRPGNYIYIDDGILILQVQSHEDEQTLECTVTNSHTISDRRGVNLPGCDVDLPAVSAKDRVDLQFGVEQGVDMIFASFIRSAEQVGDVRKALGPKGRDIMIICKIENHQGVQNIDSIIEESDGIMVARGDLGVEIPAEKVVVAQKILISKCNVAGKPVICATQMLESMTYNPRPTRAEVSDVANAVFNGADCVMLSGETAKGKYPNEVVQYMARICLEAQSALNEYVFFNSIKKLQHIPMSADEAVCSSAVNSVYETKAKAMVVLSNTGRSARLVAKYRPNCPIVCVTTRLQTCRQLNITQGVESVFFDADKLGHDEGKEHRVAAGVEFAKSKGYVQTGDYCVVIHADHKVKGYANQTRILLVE
#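 ATP generated from ADP (0.1 mM) and PEP (0.5 mM) by 0.1 nM LmPK over 1 h at room temperature (pH 7.2 imidazole buffer) was detected by coupled luciferase luminescence. Values were normalized to uninhibited and no-enzyme wells.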
# AmpC inh detg – AmpC beta-lactamase inhibition with detergent present; P00811; AmpC hydrolysis of nitrocefin, absorbance 480 nm, 0.01% Triton; Potency, µM (titrated, usually from 114 µM), for the others: at the top dose activity change, negative = inhibition, usual class: inhibitors; hit rate 0.041% among 370,000; AID 485294;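 also: potency is read from the fitted curve at half-maximal effect; 0% = no-compound wells and -100% = no-enzyme wells; nearly all actives have a fitted effect of over 25% in size; some results filed as inactive show a strong effect at the top dose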
#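 20 mM phosphate pH 7.0 + 0.01% (detergent screen) or 0.0001% Triton X-100; 5.3 nM AmpC reagent; cpd preinc 15 min RT; nitrocefin (800 uM stock) to start; A480 q20 s × 4 min; Activity was normalised to no-enzyme and no-compound control wells.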
# Sm TGR block – S. mansoni TGR enzyme inhibition; hit rate 3% among 360,000; Potency, µM (series often up to 114 µM), inactives show at the top dose activity change, negative = inhibition, hits mostly inhibitors; purified TGR, DTNB reduction, TNB absorbance 405 nm; Q962Y6; also: potency is read from the fitted curve at half-maximal effect; nearly all actives have a fitted effect of over 60% in size
#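 First, TGR (20 nM dispensed) and NADPH were mixed with compound. Second, a 15 min room-temperature incubation followed. Third, further NADPH and then DTNB were added to start the reaction. Finally, TNB absorbance was monitored kinetically.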
# HCMV antiviral – human cytomegalovirus inhibition | AID 1259415 | HFF cells, HCMV-luciferase reporter, 72 h; stronger effect = lower value | hit rate 4.5% among 410,000 | activity change, negative = inhibition, % at 57.5 µM; in the data active = activity change below about -60%; inconclusive = no clear call, values can overlap the other calls; inactive = above about -39%
#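 Two compound doses tested in HFFs infected with HCMV-luciferase, MOI 1 PFU/cell, 72 h at 37C. Lysate luminescence read with OneGlo; data normalized against buffer-only and 10uM Salinomycin inhibitor controls.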
# TbPYK inhibitor – T. brucei pyruvate kinase inhibition; Q57TT1; TbPYK enzyme, Kinase-Glo Plus ATP luminescence, 45 min; Potency, µM (titrated, usually from 76.8 µM), inactives show at the top dose activity, negative = inhibition, usual class: inhibitors; hit rate 0.12% among 410,000; also: potency is read from the fitted curve at half-maximal effect; nearly all actives have a fitted effect of over 50% in size
#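 T. brucei PYK with substrate was exposed to pin-transferred compounds across a concentration series, then started with 130 uM ADP (final). After 45 min at room temperature, Kinase-Glo Plus luminescence was read, normalized and curve-fitted.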
# * marks the source's active call; other numbers are inactive results; ? = inconclusive; · = no result given; & = joins results of further samples; [ ] = dose if it differs, or a comment. Unless noted, calls follow the shape of the dose curve; as a rule, active = well fitted curve in the direction sought with a large enough effect; inconclusive = small, poorly fitted or top-dose-only effect, or another doubt; inactive = no such curve, though single readings can be large; an effect the other way counts as inactive or inconclusive. Unless noted, % is scaled to controls: 0 for no effect and ±100 for the full control effect.
# Each structure is followed by: AMA1-RON2 inh, AmpC inh no detg, LmPK inh, AmpC inh detg, Sm TGR block, HCMV antiviral, TbPYK inhibitor
1: CCN(CC)C(=O)C1=C(C)N(CCCOC)C(=O)C(CC(=O)NC2CCCCC2)C1 (stereo unspecified)
    5%, ·, ·, ·, ·, -10, 11%
2: CCc1nc2ccc(C(=O)O)cc2nc1CC
    6%[2.32 µM], -24%, -4%, -8%, -14%, -14, -2%
3: COc1ccc(CCNC(=O)CSc2nc(N)c(C#N)c(-c3cccs3)c2C#N)cc1OC
    -7%, 40%, 5%, -16%, 14%, 42, -1%
4: Cc1cccc(C(=O)Nc2cccc(C(=O)N/N=C/c3cccc(C)n3)c2)c1
    80%[activator], -47%, -1%, 1%, 2%, -21, 1%
5: CC(=O)Nc1cccc(-c2csc(C(O)c3cccc(Cl)c3)n2)c1 (stereo unspecified)
    -3%, ·, ·, ·, ·, ?, 5%
6: O=C(COC(=O)c1c[nH]c2ccccc12)Nc1ccc(F)cc1
    -1%, -25%, ·, 5%, 2%, 0, 3%
7: COCCNc1nc2ccccc2n1CC(=O)c1ccc(OC)c(OC)c1
    -8%, -6%, 2%, -3%, -1%, -16, 1%
8: COc1ccccc1C(=O)NCCCNC(=O)c1cccnc1
    -4%, -1%, 0%, -6%, -1%, 16, 1%
9: Cc1ccc(-c2n[nH]c(=S)n2/N=C\c2ccco2)cc1
    -7%[2.32 µM], -20%, -15%, -6%, 5%, -16, ?
10: CN1CCCN(C(c2ccccc2)c2ccc(Cl)cc2)CC1 (stereo unspecified)
    -8%, 47%, -1%, ?, -1%, ?, 19%&0%
11: CCC(C)Nc1nc2c(c(=O)[nH]c(=O)n2C)n1CCC(C)C (stereo unspecified)
    7%, 2%, 4%, -5%, 4%, 13, 6%
12: O=C(CSc1nnc(-c2ccncc2)o1)N1CCc2ccccc2C1
    -2%, -4%[11.4 µM], 1%, -13%, -1%, ?, -1%
13: CCOC(=O)Nc1ccc(NC(=O)c2ccccc2F)cc1
    -11%, -16%, -4%, 2%, ·, -7, -1%
14: CCN(CCNC(=O)C1CCN(S(=O)(=O)CC)CC1)c1ccccc1
    2%, -1%, 1%, -7%, -8%, -19, -5%
15: CC12C(=O)N(c3cccc4cccnc34)C(=O)C1C1C=CC2C1 (stereo unspecified)
    -4%, -3%, 8%, -14%, 2%, -18, 1%
16: COc1ccc(C(CNC(=O)c2ccc(C)c(S(=O)(=O)N3CCCCC3)c2)N(C)C)cc1OC (stereo unspecified)
    -3%, 1%, 4%, -10%, 10%, -5, 4%
17: Cc1cccn2c(=O)c(C=O)c(Sc3ncccn3)nc12
    4%, 0%, 2%, -9%, 22µM*, 198, -9%
18: Nc1nc(SCC(=O)c2c(N)n(Cc3ccccc3)c(=O)[nH]c2=O)n[nH]1
    -13%, -23%, -2%, ?, 3%, 0, 0%
19: O=C(NC1CC1)C1CCC(=O)N1C1CCCC1 (stereo unspecified)
    -6%, -22%, 0%, ?, 0%, -12, 3%
20: Cc1cccc(NC(=S)NCc2ccccc2)c1C
    -15%, -25%, -1%, -15%, -11%, -20, -3%

# Record cards, as listed above.
# Profile of O=C(CSc1nnc(-c2ccncc2)o1)N1CCc2ccccc2C1 → AMA1-RON2 inh: -2%; AmpC inh no detg: -4%[11.4 µM]; LmPK inh: 1%; AmpC inh detg: -13%; Sm TGR block: -1%; HCMV antiviral: ?; TbPYK inhibitor: -1%
# Profile of Nc1nc(SCC(=O)c2c(N)n(Cc3ccccc3)c(=O)[nH]c2=O)n[nH]1 → AMA1-RON2 inh: -13%; AmpC inh no detg: -23%; LmPK inh: -2%; AmpC inh detg: ?; Sm TGR block: 3%; HCMV antiviral: 0; TbPYK inhibitor: 0%
# Profile of Cc1cccc(C(=O)Nc2cccc(C(=O)N/N=C/c3cccc(C)n3)c2)c1 → AMA1-RON2 inh: 80%[activator]; AmpC inh no detg: -47%; LmPK inh: -1%; AmpC inh detg: 1%; Sm TGR block: 2%; HCMV antiviral: -21; TbPYK inhibitor: 1%

# Remaining list, next part.
# Each structure is followed by: AMA1-RON2 inh, AmpC inh no detg, LmPK inh, AmpC inh detg, Sm TGR block, HCMV antiviral, TbPYK inhibitor
21: NC(=O)c1ccccc1NC(=O)CN1CCN(Cc2ccccc2)CC1
    -5%, -17%, -1%, ?, 4%, 16, -5%
22: CCC(C(=O)OCc1cc(=O)n2nc(C)sc2n1)c1ccccc1 (stereo unspecified)
    ·, ·, ·, -5%, -6%, -3, 4%
23: CCOc1ccc(/C=C2\SC(=S)N(CCC(=O)Nc3cccc(C(=O)O)c3)C2=O)cc1
    7%, -24%, 11%, -14%, -2%, -12, -6%
24: O=C1c2ccccc2C(c2nnnn2-c2ccc3c(c2)OCCO3)N1CCc1ccc(O)cc1 (stereo unspecified)
    -2%, ·, ·, ·, ·, ?, 4%
25: CC(C)[C@H](NC(=O)[C@@H]1Cc2ccccc2CN1C(=O)OC(C)(C)C)C(=O)NCc1ccco1
    2%, 44%, 2%, ?, -4%, ?, 6%
26: CCOC(=O)C1(C)C=C(Nc2ccc(OC)cc2)C(=O)N1c1ccccc1 (stereo unspecified)
    ·, ·, ·, -9%, -7%, 52, -6%
27: Cc1csc(=O)n1CC(=O)OCC(=O)Nc1ccc(F)c(F)c1F
    -1%, ·, ·, ·, ·, 7, -5%
28: O=C(c1ccco1)n1nc(-c2ccccc2)nc1NCc1ccco1
    -14%, ?, 4%, 0%, -3%, 18, -5%
29: CC(C)(C)c1ccc(C(=O)NCCc2csc3nc(-c4ccccc4F)nn23)cc1
    ·, ·, ·, 11%, 1%, -19, 1%
30: COc1cc(C2Nc3cc(Cl)c(S(N)(=O)=O)cc3S(=O)(=O)N2)ccc1OCc1ccccc1 (stereo unspecified)
    -3%, -9%, -21%, -3%, -3%, 84, -16%
31: CCCCn1c(N)c(N(CCC(C)C)C(=O)CSc2nnc3ccccn23)c(=O)[nH]c1=O
    -19%, 0%, 2%, 1%, 25%, -21, -4%
32: O=C(c1ccc2c(c1)OCO2)C1CCCN(Cc2cccn2-c2cccnc2)C1 (stereo unspecified)
    -4%, 6%, 9%, 4%, -33%, 35, 3%
33: CN1C(=O)SC(Nc2ccc(F)cc2)C1=O (stereo unspecified)
    23%, -21%, -1%, -15%, -7%, 10, 0%
34: O=C(Nc1ccccc1Oc1cccnc1)C1CCCN(C/C=C/c2ccc(F)cc2)C1 (stereo unspecified)
    -1%, 130%[activator], 1%, ?, -17%, -29, 2%
35: Cc1cc(C(=O)CCl)c(C)n1-c1cccc(S(=O)(=O)N2CCOCC2)c1
    -2%, -13%, 3%, 11%, 3.5µM*, -29, -7%
36: COc1ccc(N2CCN(c3cc(C(=O)Nc4cc(OC)c(OC)c(OC)c4)ncn3)CC2)cc1OC
    0%, ·, ·, ·, ·, 22, 0%
37: CCCNS(=O)(=O)c1ccc(CCC(=O)N2CCCC2)cc1
    -12%, -3%, 5%, -10%, ·, -28, 4%
38: COc1cccc(CNC(=O)CN2C(=O)CCc3cc(S(=O)(=O)N4CCOCC4)ccc32)c1
    ·, ·, ·, -3%, 0%, 8, -6%
39: C=CCn1cc([N+](=O)[O-])nc1C
    24%, -16%, -5%, -3%, -3%, -22, -11%
40: COc1ccc(CC(=O)Nc2ccc(-c3nc4ccccc4s3)c(C)c2)cc1
    ·, ·, ·, -4%, 6%, 52, -1%

# Reformatted screen by screen: entries from further up
[27] Cc1csc(=O)n1CC(=O)OCC(=O)Nc1ccc(F)c(F)c1F
[28] O=C(c1ccco1)n1nc(-c2ccccc2)nc1NCc1ccco1

screen / no. | 27 | 28
AMA1-RON2 inh | -1% | -14%
AmpC inh no detg | · | ?
LmPK inh | · | 4%
AmpC inh detg | · | 0%
Sm TGR block | · | -3%
HCMV antiviral | 7 | 18
TbPYK inhibitor | -5% | -5%

# Next section
# Each structure is followed by: AMA1-RON2 inh, AmpC inh no detg, LmPK inh, AmpC inh detg, Sm TGR block, HCMV antiviral, TbPYK inhibitor
41: COc1cc(CN2CCC(CCC(=O)NC3CC3)CC2)cc(Cl)c1OC
    3%, -6%, -2%, -12%, 0%, 19, 4%
42: CCC[C@H]1CC(=O)C=C(c2ccc(OC)cc2)ON1C(=O)OC(C)(C)C
    12%, ·, ·, ·, ·, -22, -3%
43: Nc1ccc(Oc2ccccc2-c2ccccc2)cc1
    22µM*, ·, ·, ·, ·, -82*, 3%
44: CC(=O)c1ccc(OC(=O)N2CCOCC2)cc1
    -2%, -14%, -5%, -11%, 5%, 15, 7%
45: O=C(NNC(=O)c1ccccc1O)c1ccc(Cl)c(S(=O)(=O)N2CCCCC2)c1
    110%[activator], -43%, ·, -16%, -11%, -39, -1%
46: CCOc1ccc(N(CC(=O)NCCSCc2ccccc2)S(C)(=O)=O)cc1
    9%, 71%[activator], -7%, ?, 6%, -13, 1%
47: Cc1cc(/C=N/NC(=O)c2ccc(O)cc2)c(C)n1C1CC1
    41%[activator], -41%, -3%, 1%, -17%, -20, -7%
48: CCCNC(=O)c1nn2c(C(F)(F)F)cc(-c3ccccc3)nc2c1Br
    1%, -15%, -6%, -6%, -15%, -6, -3%
49: COc1cccc(-n2c(Cn3nc(C(F)F)cc3C(F)F)n[nH]c2=S)c1
    5%, -27%, -5%, 1%, 0%, 22, ?
50: Cc1cccc(NC(=O)c2cnn(-c3ccccc3)c2C)c1C
    22%, -14%, -5%, -11%, -112%, 39, -7%
51: O=C(COC(=O)C1(c2ccccc2)CCCC1)N1CCNC1=O
    9%, 15%, ·, -13%, -9%, -39, -12%
52: Cc1nnc(SCC(=O)NNC(=O)c2ccc(Cl)cc2)n1CC1CCCO1 (stereo unspecified)
    30%, 69%[activator], 0%, -2%, 6%, 26, -19%
53: CN(C)CCN1C(=O)C(=O)/C(=C(/O)c2ccc(S(=O)(=O)N3CCOCC3)cc2)C1c1ccccc1 (stereo unspecified)
    53%, -1%, 0%, ?, -7%, 13, 2%
54: CCOc1ccc(Cn2c3ccc(OC)cc3c3nc4ccccc4nc32)cc1OC
    9%, -2%, -6%, -9%, -3%, -11, -2%
55: Cc1cccc(NC(=S)NNC(=O)c2sccc2C)c1
    79%[activator], -26%, ?, 1%, 10%, 55, -13%
56: CC(=O)Nc1ccc(OC(F)(F)C(F)C(F)(F)F)c(NC(C)=O)c1 (stereo unspecified)
    5%, -10%, -1%, ?, -20%, -2, -4%
